Screens from PubChem.
RTF Ca sens act: cardiac RTF calcium sensitization | activation, % at 7.2 µM | P19429+P45379 | hit rate 0.24% among 340,000 | IANBD-labeled TnC RTF fluorescence at EC20 calcium; 0% EC20 calcium, 100% full calcium;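 active means activation above the mean over all tested compounds plus 3 SD, cut at about 30% in these data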;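 further: rise in fluorescence read as greater calcium sensitivity of cardiac thin filaments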
DAGLB inh: blocks human DAGLB lipase activity; Q8NCG7; HEK293T DAGLB membrane lysate, EnzChek fluorogenic substrate; inhibition, % at 5.17 µM; hit rate 0.059% among 340,000; AID 504411; in the data active means inhibition above about 34%;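 further: 0% = enzyme with vehicle and 100% = wells lacking enzyme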
PKA-R2B activ: activates the human PKA-R2B holoenzyme complex | P22694+P31323 | PKA-R2B holoenzyme dissociation, Cy5-IP20 fluorescence polarization; R2B truncated from residue 108, S112A mutant; 0% DMSO only, 100% 113 µM cGMP | activation, % at 11.4 µM | hit rate 0.079% among 340,000 | AID 504700;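 active means activation above a cutoff set at the mean over all compounds plus 3 SD, cut at about 18% in these data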;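 further: higher means more holoenzyme dissociation and a rise in polarization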
Target sequence (P31323 whole entry, looked up, other chains not shown, the tested form may be a part): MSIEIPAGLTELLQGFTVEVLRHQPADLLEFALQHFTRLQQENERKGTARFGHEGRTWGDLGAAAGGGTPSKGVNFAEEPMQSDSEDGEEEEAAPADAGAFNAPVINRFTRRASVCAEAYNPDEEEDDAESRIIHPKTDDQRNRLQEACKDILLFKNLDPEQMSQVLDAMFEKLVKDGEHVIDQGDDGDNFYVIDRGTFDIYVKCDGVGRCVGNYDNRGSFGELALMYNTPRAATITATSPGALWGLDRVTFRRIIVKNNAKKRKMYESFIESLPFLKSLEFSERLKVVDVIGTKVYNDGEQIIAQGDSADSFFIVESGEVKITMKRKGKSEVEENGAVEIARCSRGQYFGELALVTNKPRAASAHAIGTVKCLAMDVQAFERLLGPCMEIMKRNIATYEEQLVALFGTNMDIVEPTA
Rtt109 HAT inh: blocks Candida albicans Rtt109/Vps75 acetyltransferase activity; Q5AAJ8; hit rate 0.16% among 330,000; AID 540336; purified Rtt109/Vps75, ThioGlo CoA-SH fluorescence, 4 h; inhibition, % at 34.9 µM;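 active means inhibition of at least 50% in every replicate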
CAL PDZ FP-1: human CAL PDZ-peptide interaction inhibition; purified CAL PDZ, TMR-peptide fluorescence polarization, 1 h; AID 504414; Q9HD26; hit rate 0.02% among 330,000; inhibition, % at 20 µM;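 active means highest replicate inhibition of at least 40%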;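 further: plate controls were DMSO neutral control wells for no effect and unlabeled competitor peptide control wells for full effect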
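System: tagged CAL PDZ domain. Schedule: 1 h room-temperature incubation prior to read. Signal: fluorescence polarization (mP). Measure: percent inhibition from loss of millipolarization.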
CAL PDZ FP-2: inhibitors of human CAL PDZ peptide binding; AID 602252; inhibition, % at 24.9 µM; hit rate 0.92% among 300,000; purified CAL PDZ, TMR-peptide fluorescence polarization, 1 h; Q9HD26;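 active means mean inhibition of at least 30% with at least half of replicates also reaching 30%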;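 further: 0% = DMSO neutral control and 100% = excess unlabeled competitor peptide PRC23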
RTF Ca sens inh: cardiac RTF calcium desensitization. P19429+P45379. IANBD-labeled cardiac RTF, Ca2+ fluorescence. inhibition, % at 7.15 µM. hit rate 0.12% among 340,000;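 active means inhibition above the mean inhibition of all tested compounds plus 3 SD, cut at about 17% in these data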;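 further: assay run at fixed EC70 calcium of 1.6 mM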
SR-BI uptake up: activators of SR-BI mediated HDL lipid uptake. activation, % at 12.5 µM. CHO ldlA[mSR-BI] cells, DiI-HDL uptake fluorescence, 3 h; 100 = double the neutral-control signal. hit rate 0.096% among 320,000;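 active means mean replicate activation of at least 60% and every replicate at or above 60%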;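 further: 0% = median plate neutral-control signal and 100% = twice that signal; values of inactives mirror those of a sister screen read the other way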
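Test system: SR-BI-overexpressing, LDLR-lacking CHO cells. Measured by: DiI fluorescence, bottom read. Medium: Ham's F12 with 0.5% BSA, HEPES 25 mM, pH 7.4. Timing: 3 h uptake period with compound, 37 °C.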
LANA DNA inh: blocks KSHV LANA C-terminal domain binding to DNA | AID 504423 | hit rate 0.078% among 340,000 | inhibition, % at 9 µM | MBP-C-LANA/FAM-LBS DNA binding, fluorescence polarization;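 active means highest replicate inhibition at or above 60% at 9 µM, even if other replicates fall short; inactive means all replicates below 60% inhibition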;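 further: 0% = neutral control wells and 100% = 4 µM acridine orange control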
Keap1 Nrf2 FP: disrupts human Keap1 binding to Nrf2 peptide | Keap1 Kelch-Nrf2 peptide fluorescence polarization, 1536-well | inhibition, % at 9.4 µM | hit rate 0.15% among 340,000 | AID 504523; in the data active means inhibition above about 12%;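 further: human Keap1 Kelch domain with fluorescein labeled Nrf2 9mer peptide probe; 0% = neutral control wells and 100% = peptide positive control; higher means more block of Keap1 binding to Nrf2 peptide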
Target sequence (Q14145 whole entry, looked up, the tested form may be a part): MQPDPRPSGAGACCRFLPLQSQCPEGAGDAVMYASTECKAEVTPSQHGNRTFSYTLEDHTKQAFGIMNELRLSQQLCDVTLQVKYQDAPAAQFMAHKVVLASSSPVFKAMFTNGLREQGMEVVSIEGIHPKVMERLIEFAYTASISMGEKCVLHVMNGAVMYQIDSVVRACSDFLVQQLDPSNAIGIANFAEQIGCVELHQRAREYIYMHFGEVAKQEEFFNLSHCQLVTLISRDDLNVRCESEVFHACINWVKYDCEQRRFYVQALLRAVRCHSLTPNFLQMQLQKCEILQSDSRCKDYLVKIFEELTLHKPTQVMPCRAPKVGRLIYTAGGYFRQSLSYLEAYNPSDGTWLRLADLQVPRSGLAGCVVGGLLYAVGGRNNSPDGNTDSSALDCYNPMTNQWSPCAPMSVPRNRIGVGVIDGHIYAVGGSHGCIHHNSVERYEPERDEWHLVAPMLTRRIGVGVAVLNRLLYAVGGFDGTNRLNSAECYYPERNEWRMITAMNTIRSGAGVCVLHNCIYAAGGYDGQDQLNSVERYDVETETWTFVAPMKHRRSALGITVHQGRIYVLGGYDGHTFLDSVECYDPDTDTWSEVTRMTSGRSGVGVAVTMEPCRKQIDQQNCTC
An asterisk follows results filed as active; x = no result given.

| molecule | RTF Ca sens act | DAGLB inh | PKA-R2B activ | Rtt109 HAT inh | CAL PDZ FP-1 | CAL PDZ FP-2 | RTF Ca sens inh | SR-BI uptake up | LANA DNA inh | Keap1 Nrf2 FP |
| --- | --- | --- | --- | --- | --- | --- | --- | --- | --- | --- |
| Cc1ccc(C(=O)CCC(=O)N(C)CC(=O)Nc2c(Cl)cccc2Cl)cc1 | 1 | 0 | 6 | -3 | -1.5 | -5 | -6 | 7 | -0.1 | -6 |
| C=C(C)Cn1c(N(CCO)Cc2ccccc2)nc2c1c(=O)[nH]c(=O)n2C | 3 | 3 | 7 | -8 | -1.1 | x | -9 | 24 | 0.1 | -4 |
| CC1CC(NNC(=O)c2ccccc2)=Nc2ccccc2N1C (centres undefined) | 6 | -3 | -14 | -2 | -1.7 | -2 | -12 | 22 | 0.2 | 1 |
| COc1ccc(N(C)S(=O)(=O)c2cccc(C(=O)OCC(=O)c3c(N)n(C)c(=O)n(C)c3=O)c2)cc1 | 0 | 1 | 1 | -19 | -3.1 | x | 3 | -20 | -0.6 | -3 |
| CCOC(=O)c1cnc(-n2nc(C)cc2C)nc1NC(C)c1ccccc1 (centres undefined) | 1 | -2 | -7 | 11 | -0.4 | x | -1 | -24 | -0.8 | -6 |
| Cc1ccc(S(=O)(=O)N2CCOCC2)cc1NC(=O)COC(=O)c1cccnc1Cl | 5 | 0 | 1 | -6 | 0.4 | 1 | -19 | 2 | 1.3 | -7 |
| Clc1ccccc1CSc1nnc(-c2ccncc2)o1 | 1 | -3 | -6 | -1 | -1.9 | -1 | 1 | -14 | -1.3 | 1 |
| Nc1c(-c2ccccc2)cnn1-c1cccc(Cl)c1 | -2 | -4 | -13 | 5 | -0.5 | -9 | -10 | -36 | 0.0 | -3 |
| COCc1nnc(NC(=O)c2ccc(S(=O)(=O)N3CCOCC3)cc2)o1 | 14 | 3 | -6 | -1 | -2.1 | -5 | -12 | 11 | -0.9 | 0 |
| Nc1nc(-c2ccc(Br)cc2)c(S(=O)(=O)c2ccccc2)s1 | 8 | 3 | 2 | -16 | -0.5 | -2 | -2 | 27 | -1.0 | -3 |
| O=C(CN(CCc1ccccc1)C(=O)c1csnn1)NCc1ccc(F)cc1 | -5 | -1 | 11 | -7 | -3.0 | -3 | 1 | x | 0.8 | -2 |
| Cc1cc(NC(=O)COn2nnc3ccc(S(C)(=O)=O)cc32)ccc1Br | 0 | -2 | -1 | 12 | -0.1 | 11 | -5 | x | 1.5 | -3 |
| CCOC(=O)C1CCCN(c2c(NCCN(CC)c3ccccc3)c(=O)c2=O)C1 (centres undefined) | -3 | 1 | -2 | 3 | -0.9 | x | 1 | 3 | 0.1 | 1 |
| Cc1cc(C)c(C)c(S(=O)(=O)Nc2ccccc2N2CCOCC2)c1C | -7 | -4 | -13 | -6 | -0.6 | 1 | -9 | -8 | -1.4 | 3 |
| NC(=O)c1ccc(CSc2nc3ccccc3s2)cc1 | 5 | 1 | 6 | 4 | -2.1 | 3 | -2 | 27 | -0.9 | 5 |
| O=C(CCc1ccccc1)Nc1nc2nc(-c3ccccc3)cc(=O)n2[nH]1 | -5 | 5 | 0 | 0 | x | 1 | -5 | 21 | -0.3 | 3 |
| O=C(NCCc1ccccc1)C1CCC(=O)N(Cc2cccc(C(F)(F)F)c2)C1 (centres undefined) | 2 | -1 | -10 | -4 | -2.8 | -2 | 5 | -7 | 1.6 | 1 |
| COc1ccc(OCc2nnc(SCC(=O)N3CCCCC3)o2)cc1 | 5 | -1 | 3 | -1 | -0.9 | -9 | -9 | 8 | -0.7 | -6 |
| CCOC(=O)C1(Cc2ccccc2C)CCCN(Cc2ccc(NC(C)=O)cc2)C1 (centres undefined) | 0 | -3 | 2 | 0 | -0.3 | -4 | -3 | 10 | 0.7 | -2 |
| COc1ccc(N2CCN(C(=O)CCC(=O)N3CC(C)Oc4ccc(C)cc43)CC2)cc1 (centres undefined) | -8 | 3 | -17 | 8 | -0.3 | -2 | -5 | -35 | 0.3 | -4 |
| COCCNC(=O)CN(C(=O)CCC(=O)Nc1ccccn1)c1cc(C)ccc1C | -1 | -3 | 4 | 6 | 0.2 | 1 | 4 | -2 | 0.1 | -3 |
| Cn1c(=O)n(C)c2cc(S(=O)(=O)NCCO)ccc21 | 5 | 2 | -1 | 1 | -0.3 | -1 | -16 | 23 | -1.8 | -1 |
| COc1ccc2cc(CN(CC3CCCO3)C(=S)Nc3ccccc3)c(=O)[nH]c2c1 (centres undefined) | 3 | 2 | -2 | 29 | -2.9 | -1 | 6 | -27 | 0.2 | -5 |
| CCCn1c(SCC(=O)Nc2ccc3c(c2)OCCO3)nnc1-c1ccco1 | -1 | 0 | -4 | -10 | -0.5 | -1 | -5 | 13 | 0.1 | -5 |
| Nc1nonc1-n1nnc(C(=O)N/N=C/c2cccnc2)c1-c1cccs1 | 1 | 0 | -9 | -8 | -2.5 | x | -12 | -5 | 0.1 | -3 |
| COc1ccc(NC(C)=O)cc1C | -5 | -2 | 5 | -12 | -1.3 | 1 | 3 | 40 | 0.9 | 1 |
| CCOC(=O)C1=C2c3ccc4ccccc4c3CC(C)(C)N2C(=O)C1=O | -9 | -5 | -3 | 0 | -0.1 | -2 | -2 | -3 | 1.6 | -7 |
| Cc1ccc(NC(=O)c2ccc(Cl)c(S(=O)(=O)N3CCCCCC3)c2)nc1 | -2 | 1 | 0 | 1 | -2.6 | 24 | 3 | -21 | 0.8 | -4 |
| CS(=O)(=O)c1ccc(C(=O)Nc2nc(-c3ccco3)c(-c3ccco3)s2)cc1 | -20 | 5 | -8 | 18 | -3.3 | 5 | 6 | -37 | 8.7 | 3 |
| Oc1ccc(C[C@@H]2CNCCN2CCc2cccc3ccccc23)cc1 | -4 | -8 | -6 | 12 | -1.1 | 5 | -17 | 27 | 1.0 | -5 |
| O=C(Nc1ccncc1)c1ccc(N2CCCC2=O)cc1 | -14 | 0 | -6 | 2 | -3.3 | -3 | -8 | 1 | 1.4 | 5 |
| CC(C)[C@H](NC(=O)OC(C)(C)C)C(=O)N/N=C/c1cccc2nccnc12 | 3 | 1 | -6 | 3 | -0.3 | -4 | -6 | -7 | -0.4 | 1 |
| COc1ccc(NC2=C(Cl)C(=O)N(CCc3ccccc3)C2=O)cc1 | -4 | 6 | -3 | 0 | -2.2 | 2 | -25 | 22 | -0.6 | -3 |
| CCCC1(C(=O)O)NC(c2cccc(OC)c2O)C2C(=O)N(c3ccccc3)C(=O)C21 (centres undefined) | 7 | 3 | -5 | -17 | -0.9 | -4 | -5 | 14 | 0.9 | -2 |
| COc1ccc(CCNC(=O)CCS(=O)(=O)c2ccc(C)cc2)cc1OC | 4 | -1 | -7 | -3 | 0.0 | x | -7 | 9 | 0.6 | -1 |
| Oc1ccc(CN2CCN(Cc3ccccc3)CC2)c2cccnc12 | 9 | 3 | -12 | 8 | -2.8 | -2 | -1 | -19 | 1.6 | -6 |
| CC1=NNC(=O)/C1=C\c1cn(-c2ccccc2)nc1-c1cccs1 | 3 | 14 | -1 | 0 | -0.7 | 3 | -4 | -45 | -0.6 | -5 |
| Cc1ccc2c(c1)sc(=NC(=O)C1CC1)n2C | 3 | -1 | 2 | 12 | -1.6 | 1 | 0 | -12 | 1.7 | -1 |
| CCCCCNCc1ccc(Br)cc1 | 10 | 1 | 2 | 10 | 0.5 | -3 | 9 | 14 | -1.5 | 0 |
| O=C(COc1ccc(Cl)cc1)NCCN1CCCCC1 | -3 | -1 | 5 | -3 | -1.3 | 1 | 9 | 19 | -1.5 | -5 |
| CC(C)(C)NC(=O)CN(C(=O)CNC(=O)c1cccs1)c1ccccc1F | 0 | -1 | -9 | -2 | -2.4 | 4 | -5 | x | 0.8 | 3 |
| O=C(CCSCc1ccccc1Cl)N1CCN(c2ccccn2)CC1 | -2 | -6 | -15 | -6 | -0.6 | -5 | -9 | 8 | -1.1 | -5 |
| CCOC(=O)N1C(=O)[C@](c2ccc(Cl)cc2)(C(C)C)N1C(=O)OCC | 1 | 6 | 3 | -5 | 0.7 | -1 | 4 | 39 | 0.6 | -33 |
| Cn1c(N)c(C(C[N+](=O)[O-])c2c(F)cccc2Cl)c(=O)n(C)c1=O (centres undefined) | 5 | -1 | -1 | 0 | -1.4 | -3 | -4 | 22 | 0.9 | 7 |
| CC(NC(=O)NCc1cccnc1)(C(F)(F)F)C(F)(F)F | 4 | 0 | -10 | 1 | x | -3 | -12 | 26 | -0.8 | -7 |
| COc1cc(C=NCC2OCCc3ccccc32)cc(OC)c1 (centres undefined) | -3 | 1 | 1 | 1 | -2.6 | -1 | 7 | 5 | 1.5 | 4 |
| CCCn1c(N)[n+](CC(=O)c2ccco2)c2ccccc21 | 0 | 1 | -10 | -1 | -0.6 | -1 | 1 | 8 | -0.1 | 0 |
| Cc1c(-n2c(SCC(=O)O)nnc2-c2ccccc2Br)c(=O)n(-c2ccccc2)n1C | -2 | 3 | -2 | 9 | 0.0 | -4 | -9 | x | 1.2 | -5 |
| Clc1cccc(CN2CCC3CC2c2cc(N4CCCCC4)ccc23)c1 (centres undefined) | 9 | -5 | 1 | -5 | 0.7 | 2 | -11 | 12 | 1.0 | -4 |
| Cc1ccccc1OCC(=O)Nc1ccccc1-c1ccccc1 | 4 | -13 | 3 | 7 | -0.1 | -2 | -8 | -28 | -13 | -1 |
| C(=C\c1cc(/C=C/c2ccccc2)ncn1)/c1ccccc1 | -4 | -4 | -2 | -2 | 0.0 | -5 | -20 | x | 0.1 | 1 |
| Cc1cc(/C=N\NC(=O)CC(=O)NC2CCCCC2)c(C)n1-c1cccc(Cl)c1Cl | -3 | 3 | -21 | 5 | -0.6 | 0 | -10 | -25 | -0.8 | -3 |
| COc1cc(/C=N/NC(N)=O)cc(Br)c1OCc1ccc(C)cc1 | -1 | 0 | 5 | 4 | -2.4 | -4 | 2 | -1 | 1.7 | -1 |
| COc1cc(OC)cc(-c2c(C#Cc3ccsc3)c3cc(-c4ccc5[nH]ccc5c4)ccc3n2C)c1 | 0 | -5 | -9 | 6 | -0.6 | -3 | -8 | -25 | 1.9 | -7 |
| CCNC(=O)C1=C(O)c2sccc2N(C)S1(=O)=O | 6 | -2 | 1 | -9 | -0.1 | -1 | -2 | 11 | -0.5 | -2 |
| CCCNC(=O)NC(=O)CSc1ccc2c(c1)OCCO2 | -1 | 4 | -6 | 31 | -0.6 | -1 | 10 | -1 | -1.8 | -2 |
| Cc1cccc(C)c1NC(=O)CN1C(=O)NC(C)(CCc2ccccc2)C1=O (centres undefined) | -2 | 0 | -10 | -8 | 0.8 | 0 | 10 | 11 | 0.6 | 3 |

Just PKA-R2B activ, SR-BI uptake up and Keap1 Nrf2 FP (2 entries from above):
| molecule | PKA-R2B activ | SR-BI uptake up | Keap1 Nrf2 FP |
| --- | --- | --- | --- |
| COc1cc(OC)cc(-c2c(C#Cc3ccsc3)c3cc(-c4ccc5[nH]ccc5c4)ccc3n2C)c1 | -9 | -25 | -7 |
| Cc1cccc(C)c1NC(=O)CN1C(=O)NC(C)(CCc2ccccc2)C1=O (centres undefined) | -10 | 11 | 3 |
